Akt phos inh: blocks phosphorylation of Akt | Neuro2A IGF-stimulated pAkt S473 HTRF, 20 min; active compounds read low | activity change, % for hits at 50 µM | 360,000 compounds, 0.32% hits; in the data active = activity change below about -80%; inconclusive = mostly about -51% to -80%; also: % is scaled to controls: 0 for no effect and ±100 for the full control effect
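Neuro2A cells (4,500/well, DMEM with 0.5% FBS) were treated with compound at a single 50 µM final concentration, stimulated with 6 nM IGF for 20 min at 37 °C, and lysed. Phospho-Akt Ser473 was read by HTRF as 665/615 ratio ×10^4.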
D3 antag: blocks the human D3 dopamine receptor. max response, negative = inhibition, %. D3R cells, DiscoveRx beta-arrestin luminescence, antagonist mode; active compounds read low. 360,000 compounds, 2.5% hits. P35462; in the data active = max response below about -50%; inconclusive = no clear call, values can overlap the other calls; also: % is scaled to controls: 0 for no effect and ±100 for the full control effect; mostly tested at two doses, the higher about 12 µM
Target sequence (P35462 whole entry, looked up): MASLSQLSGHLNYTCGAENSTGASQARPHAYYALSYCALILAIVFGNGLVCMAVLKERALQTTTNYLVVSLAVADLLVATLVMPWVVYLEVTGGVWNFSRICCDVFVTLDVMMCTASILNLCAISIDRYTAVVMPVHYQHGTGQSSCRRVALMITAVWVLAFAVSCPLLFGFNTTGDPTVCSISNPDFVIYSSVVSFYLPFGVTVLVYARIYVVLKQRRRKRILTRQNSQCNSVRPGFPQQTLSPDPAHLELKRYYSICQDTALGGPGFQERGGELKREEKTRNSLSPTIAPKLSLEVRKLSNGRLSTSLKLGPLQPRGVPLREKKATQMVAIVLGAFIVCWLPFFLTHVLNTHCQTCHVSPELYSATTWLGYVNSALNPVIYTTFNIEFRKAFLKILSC
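Cells expressing the human receptor were seeded at 1500 cells/well, incubated overnight at 37 degrees C in 5% CO2, then exposed to library compounds with dopamine controls for 90 minutes at 37 degrees C before luminescent detection.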
PTHR1 ag: activates the human parathyroid hormone receptor PTHR1. AID 743266. Potency, µM (highest dose often 115 µM), without a hit: at the top dose activation, hits mostly activators. 410,000 compounds, 0.075% hits. HEK293 GP2 PTHR1 cells, GloSensor cAMP luminescence, 1 h; also: potency is read from the fitted curve at half-maximal effect; nearly all actives have a fitted effect of over 55% in size; some results filed as inactive show a strong effect at the top dose; inactives centre near -15; many of its hits are not listed in these tables
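HEK-293-derived GP2 cells expressing PTHR1 and a GloSensor cAMP reporter, 3,000/well, plated overnight, given luciferin plus IBMX (each 0.5 mM as added) for 1 h at 37 °C, then compound for 1 h at 37 °C. Luminescence was read after 15 min at room temperature.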
TDP43 rescue: TDP-43 toxicity inhibition in yeast; TDP-43 expressing yeast growth rescue, BacTiter-Glo, 24 h; 410,000 compounds, 1.8% hits; AID 652104; Potency, µM (titrated, usually from 46.1 µM), for inactives: at the highest dose growth rescue (activation), usual class: activators; also: potency is read from the fitted curve at half-maximal effect; % of control where 0% means no effect; nearly all actives have a fitted effect of over 50% in size
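Cell-based yeast growth screen: TDP-43 expression induced in galactose, inoculum OD600=0.02 after raffinose pregrowth to mid-log. Read-out BacTiter-Glo luminescence at 24 hr, 30 deg C; inhibition of toxicity seen as signal increase.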
Abeta yeast res: compounds reversing amyloid beta toxicity in yeast; Potency, µM (series often up to 46.1 µM), for the others: top-dose growth rescue, hits mostly activators; yeast expressing A-beta42, growth rescue, OD600, 48 h; response scale: 0% DMSO, 100% iron-clioquinol control; 410,000 compounds, 0.063% hits; also: potency is read from the fitted curve at half-maximal effect; nearly all actives have a fitted effect of over 55% in size
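Growth rescue measured by 600 nm absorbance after 48 h yeast culture at 30 C with compound. Values normalized between DMSO and an equimolar ferric chloride plus clioquinol control.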
aSyn rescue: inhibitors of alpha-synuclein toxicity in yeast; Yeast expressing alpha-synuclein, growth rescue, BacTiter-Glo, 24 h; Potency, µM (doses to about 46.1 µM), inactives show top-dose growth rescue (activation), hits mostly activators; 370,000 compounds, 0.14% hits; also: potency is read from the fitted curve at half-maximal effect; % of control where 0% means no effect; nearly all actives have a fitted effect of over 65% in size
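Readout is rescue of growth in alpha-synuclein-expressing yeast, so inhibitors of toxicity appear as activators. Growth after 24 hr at 30 deg C in galactose medium is quantified by luminescence.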
GLP-1R inv ag: acts as inverse agonist at human GLP-1 receptor; P43220; HEK293 GLP-1R CRE-luciferase, luminescence, 24 h; GLP-1R form is constitutively active; Potency, µM (series often up to 38.3 µM), without a hit: top-dose activity change, negative = inhibition, most hits filed as inhibitors; 410,000 compounds, 1.6% hits; AID 624417; also: potency is read from the fitted curve at half-maximal effect; % is scaled to controls: 0 for no effect and ±100 for the full control effect; nearly all actives have a fitted effect of over 55% in size
Target sequence (P43220 whole entry, looked up): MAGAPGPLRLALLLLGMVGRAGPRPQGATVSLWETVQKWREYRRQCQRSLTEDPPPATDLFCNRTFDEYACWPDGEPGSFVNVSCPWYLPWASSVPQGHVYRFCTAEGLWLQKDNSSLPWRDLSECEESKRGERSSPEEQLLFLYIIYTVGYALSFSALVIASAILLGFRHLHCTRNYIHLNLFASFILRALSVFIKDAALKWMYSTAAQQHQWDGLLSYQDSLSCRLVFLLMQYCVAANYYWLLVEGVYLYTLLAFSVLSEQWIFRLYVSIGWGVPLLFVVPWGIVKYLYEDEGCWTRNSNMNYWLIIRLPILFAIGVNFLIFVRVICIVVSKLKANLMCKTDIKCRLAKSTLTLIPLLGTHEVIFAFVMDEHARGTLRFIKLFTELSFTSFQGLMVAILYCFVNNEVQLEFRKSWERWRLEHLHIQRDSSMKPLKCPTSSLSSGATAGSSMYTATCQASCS
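Constitutively active GLP-1R drives a cAMP-responsive luciferase in stably transfected HEK293 cells; test compounds are added after overnight (12 h) attachment and left 24 hr, and signal loss in luminescence marks inhibition.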
GLP-1R agonist: activates the human GLP-1 receptor; P43220; Potency, µM (series often up to 45.6 µM), for inactives: top-dose activation, actives largely listed as activators; 380,000 compounds, 0.007% hits; HEK293 GLP-1R CRE-luciferase, luminescence, 4-6 h; cells express a hypersensitive GLP-1R form; also: potency is read from the fitted curve at half-maximal effect; % of control where 0% means no effect
FUS suppressor: rescues growth of FUS-expressing yeast; S. cerevisiae FUS-expressing, growth rescue, OD600, 24 h; Potency, µM (top dose mostly 76.6 µM), inactives show at the highest dose growth rescue (activation), usual class: activators; 390,000 compounds, 0.24% hits; AID 1347120;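 also: potency is read from the fitted curve at half-maximal effect; plate controls were DMSO vehicle for no effect and reference control for full effect; nearly all actives have a fitted effect of over 55% in size; some results filed as inactive show a strong effect at the top dose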
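Read-out: OD at 600 nm after 24hr at 30C, reporting rescue of FUS-induced yeast toxicity. Cells at OD 0.005 in galactose (2%) minimal medium; compounds tested in a dilution series; CP55940 titration from 92uM final as control.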
* = called active by the depositor; i = inactive; ? = inconclusive; · = not tested or not shown; [ ] = remark or other dose. Unless noted, calls follow the shape of the dose curve; as a rule, active = well fitted curve in the direction sought with a large enough effect; inconclusive = small, poorly fitted or top-dose-only effect, or another doubt; inactive = no such curve, though single readings can be large; an effect the other way counts as inactive or inconclusive.

SMILES	Akt phos inh	D3 antag	PTHR1 ag	TDP43 rescue	Abeta yeast res	aSyn rescue	GLP-1R inv ag	GLP-1R agonist	FUS suppressor
CC(=O)Nc1ccc(C(=O)CSc2nccc(=O)[nH]2)cc1	i	-8.0	i	-6.5%	12.1%	0.1%	?	-0.1%	24.9%
COc1ccc(CCNC(=O)c2cc(C(=O)c3cc(Cl)ccc3O)cn(CCc3ccc(OC)cc3)c2=O)cc1	i	40.1	-35.5%[inhibitor]	-5.9%	-2.7%	3.6%	?	4.7%	·
CCc1nc2ccc(C(=O)NCCOc3ccc(OC)cc3)cn2c1N(C)Cc1ccc(OC)cc1	i	11.2	-2.0%	10.9%	-7.6%	1.4%	?	13.6%	20.7%
CC1CCN(C(=O)Cn2nnc(-c3ccc(N)cc3)n2)CC1	i	14.6	23.5%	-15.7%	-2.2%	-3.1%	-33.9%	0.8%	48.7%
Cc1ccc(NC(=O)CSc2nnc(C3CC3)n2C)cc1S(=O)(=O)N1CCCCC1	i	29.6	-38.5%[inhibitor]	19.0%	-11.5%	2.6%	11.4%	-2.7%	0.3%
COc1ccc(NC(=O)Cn2c(=O)n(CC3CCCO3)c(=O)c3ccccc32)cc1 (configuration not stated)	·	·	i	26.4%	0.7%	·	-1.5%	0.0%	-13.6%
O=C(NCCc1ccccc1)c1ccc(Br)o1	i	-14.8	-41.8%[inhibitor]	13.7%	-7.6%	-5.2%	6.4%	11.4%	0.5%
Cc1cc(CNC(=O)C2(C(F)(F)F)CC(CCCO)CCCO2)nn1C (configuration not stated)	i	-16.1	-5.8%	-5.4%	-3.6%	-5.1%	17.4%	-1.0%	-8.5%
Nc1ccccc1SCCS(=O)(=O)c1ccc(Cl)cc1	i	-14.1	i	17.3%	-0.8%	3.6%	4.9%	10.0%	-22.9%
COc1ccc(Cc2nnc3sc(SCC(=O)Nc4ccccc4)nn3c2=O)cc1OC	i	17.7	-15.1%	15.8%	-6.3%	7.5%	26.2%	2.3%	16.4%
O=C1CCCN1C(=O)CSc1ccc2ccccc2n1	i	11.1	i	?	6.8%	4.0%	6.8%	0.6%	·
Cc1cc(NC(=O)CSc2ncnc3sc(C)c(C)c23)no1	i	7.1	i	7.5%	16.3%	2.4%	25.1%	21.2%	-5.3%
COc1ccc(NC(=S)N2CCCC2)c(OC)c1	i	-4.5	-30.3%[inhibitor]	-12.5%[1.82 µM]	9.2%	-15.4%	23.0%	12.5%	-2.0%
CC(NC(=O)CCC(=O)c1cccs1)c1ccccc1 (configuration not stated)	i	-0.2	-9.7%	-16.0%	-11.9%	-4.1%	2.5%	0.2%	19.5%
Cc1ccc(OCC(=O)Nc2ccc(S(=O)(=O)Nc3ccccn3)cc2)cc1C	i	5.6	-5.5%	4.3%[9.22 µM]	-1.0%	-3.6%	28.5%[7.66 µM]	0.5%	29.0%
COc1ccccc1N=C1SCC(=O)N1Cc1ccco1	i	-22.8	-0.4%	-2.6%	-9.0%	1.5%	-13.4%	9.8%	12.1%
Cc1nc(C(N)=O)nc2ccccc12	i	-15.5	-15.7%	-1.0%	-10.3%	-0.4%	13.8%	3.8%	-32.5%
Nc1cc(S(=O)(=O)N2CCOCC2)ccc1N1CCOCC1	i	28.2	i	21.6%	1.0%	1.2%	8.9%	0.8%	7.2%
COc1ccc(-c2[nH]ncc2CN(C)C(C)c2ccon2)cc1F (configuration not stated)	i	-0.8	-12.4%	-20.2%	-10.4%	1.3%	12.9%	8.8%	22.4%
Cc1ccc(CSc2oc(-c3cccs3)nc2S(=O)(=O)c2ccccc2)cc1	·	·	i	6.1%	0.2%	·	9.4%	·	1.4%
C=CCSC1=C(C#N)C(c2ccccc2)CC(=O)N1 (configuration not stated)	i	?	i	0.7%	6.0%	-21.4%	10.7%	-3.7%	22.6%
Cc1ccc(-n2nc(C(=O)N3CCN(c4cc(C)ccc4C)CC3)c3c4ccccc4n(C)c3c2=O)cc1	·	·	-21.5%	14.2%	-24.1%	·	-16.6%	·	-14.3%
Cc1cc(NS(=O)(=O)c2ccc(NC(=O)COc3cc(C)c(Cl)c(C)c3)cc2)no1	i	-13.1	-26.3%	7.2%	-12.6%	24.7%	12.1%	-6.4%	-3.1%
CS(=O)(=O)N(CC(=O)NCc1ccncc1)C1CCCCC1	i	6.7	-0.2%	14.4%	13.8%	-12.6%	10.6%	4.0%	-4.7%
CCN1CCN(c2ncnc3scc(-c4ccc(C)c(C)c4)c23)CC1	i	?	-8.5%	-16.3%	-6.6%	0.0%	?	3.3%	25.3%
SMILES	Akt phos inh	D3 antag	PTHR1 ag	TDP43 rescue	Abeta yeast res	aSyn rescue	GLP-1R inv ag	GLP-1R agonist	FUS suppressor
C[C@@H]1CN([C@@H](C)CO)C(=O)c2cccc(NS(C)(=O)=O)c2O[C@H]1CN(C)Cc1ccc(C(=O)O)cc1	i	-5.7	i	9.9%	-4.5%	-7.2%	2.3%	-4.6%	-6.1%
COC(=O)[C@]1(C)N[C@H](c2ccc(-c3ccc(F)cc3)cc2)[C@@H]2C(=O)N(C)C(=O)[C@@H]21	i	-9.5	-33.9%[inhibitor]	?	4.0%	0.8%	1.0%	-2.0%	12.2%
CCc1ccc(CNn2cnnc2SCC(=O)NC(C)(C)C)cc1	i	21.9	0.5%[57.5 µM]	8.6%	8.1%	3.4%	0.0%	-7.5%	29.8%
O=C(Nc1sc2c(c1C(=O)NCC1CCCO1)CCCC2)c1cc(=O)c2ccccc2o1 (configuration not stated)	·	·	i	30.5%	-7.8%	·	0.8%	·	-14.3%
O=C(CN1c2cccc3cccc(c23)S1(=O)=O)NCc1ccccc1Cl	i	-15.6	-63.4%[inhibitor]	-10.8%	1.5%	1.0%	-22.6%	13.7%	-13.5%
CCCCNC(=O)CSc1nc(-c2ccc(OC)cc2)cc(C(F)(F)F)n1	·	·	-3.2%	2.7%	-13.3%	·	-7.2%	-0.2%	-3.4%
COc1ccc(/C=C/C(=O)Nc2sc3c(c2C(N)=O)CCCC3)cc1	·	·	-2.1%	10.0%	-12.6%	·	10.7%	·	-4.5%
COc1ccccc1N1CCN(C(=O)Cn2c(=O)n3nc(-c4cccc(F)c4)nc3c3ccccc32)CC1	·	·	-16.8%	12.5%	-10.9%	·	-13.7%	·	-18.1%
Cc1ccc(CN2CCN(/N=C/c3cccnc3)CC2)c(C)c1	i	-15.0	-18.6%	-11.7%	5.6%	2.8%	-27.4%	7.5%	4.7%
COc1ccc(N2CC(C(=O)N[C@H](C(=O)NC3CCCCC3)C(C)C)CC2=O)cc1 (some centres not stated)	i	6.9	-20.9%	1.0%	-0.3%	0.4%	-10.6%	-0.4%	-0.5%
COc1cc(C(=O)N2CCC(NC(=O)C(Cc3ccc(C)cc3)NC(C)=O)CC2)cc(OC)c1OC (configuration not stated)	i	6.8	i	-4.9%	-5.8%	-1.0%	-45.7%	14.2%	9.3%
O=C1CCc2cc(S(=O)(=O)N3CCC(C(=O)NCc4ccccc4Cl)CC3)ccc2N1	i	6.5	i	22.5%	10.5%	-0.8%	13.8%	-4.2%	-22.8%
O=C(CN1CCN(c2cccc(C(F)(F)F)c2)CC1)Nc1ccc2c(c1)OCCCO2	i	-15.4	i	29.6%	1.5%	3.8%	?	1.6%	27.7%
O=c1[nH][nH]c(-c2ccccc2O)c1C(C[N+](=O)[O-])c1ccccc1 (configuration not stated)	i	-4.7	-3.3%	6.4%	25.1%	2.7%	-14.9%	-2.9%	-10.7%
O=C(O)C1C2CCC(C2)C1C(=O)NCc1ccco1 (configuration not stated)	i	0.0	?	-10.3%	4.6%	-10.0%	4.4%	-15.8%	12.3%
Cc1cnc(C(=O)OCC(=O)N2c3ccccc3NC(=O)C2(C)C)cn1	i	-17.4	i	12.9%	15.2%	3.1%	2.0%	-10.9%	17.1%
COc1cccc(NC(=O)CSc2ccc3nnc(-c4cccnc4)n3n2)c1	i	5.7	i	13.1%	-6.4%	2.9%	14.2%	5.9%	14.6%
Cc1ccc(-n2ncc3c(N4CCCCC4)ncnc32)cc1	·	·	-94.7%[inhibitor]	?	-30.4%	·	-81.2%	·	2.2%
Cc1sc2nc(CN3CCOCC3)nc(Cl)c2c1C	i	-10.9	-23.8%	-22.1%	-23.7%	1.7%	-72.3%	-0.6%	·
CN(C)CCN(C)C1CN(CCc2ccccc2)S(=O)(=O)C1 (configuration not stated)	i	5.6	12.7%	10.7%	-13.5%	0.3%	12.2%	-1.3%	-18.8%
O=c1oc2ccccc2cc1-c1nnc(Nc2ccc(Cl)cc2Cl)s1	·	·	-24.9%	9.9%	-4.6%	·	-4.6%	·	-7.0%

An excerpt from above in order of formula weight, rising.
SMILES	Akt phos inh	D3 antag	PTHR1 ag	TDP43 rescue	Abeta yeast res	aSyn rescue	GLP-1R inv ag	GLP-1R agonist	FUS suppressor
O=C(CN1c2cccc3cccc(c23)S1(=O)=O)NCc1ccccc1Cl	i	-15.6	-63.4%[inhibitor]	-10.8%	1.5%	1.0%	-22.6%	13.7%	-13.5%
COc1ccc(N2CC(C(=O)N[C@H](C(=O)NC3CCCCC3)C(C)C)CC2=O)cc1 (some centres not stated)	i	6.9	-20.9%	1.0%	-0.3%	0.4%	-10.6%	-0.4%	-0.5%
O=C(Nc1sc2c(c1C(=O)NCC1CCCO1)CCCC2)c1cc(=O)c2ccccc2o1 (configuration not stated)	·	·	i	30.5%	-7.8%	·	0.8%	·	-14.3%
COc1ccccc1N1CCN(C(=O)Cn2c(=O)n3nc(-c4cccc(F)c4)nc3c3ccccc32)CC1	·	·	-16.8%	12.5%	-10.9%	·	-13.7%	·	-18.1%
C[C@@H]1CN([C@@H](C)CO)C(=O)c2cccc(NS(C)(=O)=O)c2O[C@H]1CN(C)Cc1ccc(C(=O)O)cc1	i	-5.7	i	9.9%	-4.5%	-7.2%	2.3%	-4.6%	-6.1%

Not all compounds are listed, so the mix of outcomes need not match the whole.
